Compound activity from PubChem.
Yeast superoxide: caloric restriction mimetics inhibiting age-related superoxide in yeast. S. cerevisiae aged cells, superoxide DHE fluorescence; stronger effect = lower value. 330,000 tested, 0.18% active. superoxide response (% of plate mean), % at 10 µM;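 active = superoxide response under a set limit, about three screen SD below normal, cut at about 65% in these data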;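 also: yeast aged for seven days with compound at 30 °C before DHE staining; 100% = average MFI of all compound-treated wells on the plate with controls excluded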
Active calls of the source: *. This is a subset; rates above refer to the full screens.

SMILES	Yeast superoxide
C=CCC[C@@H](Cc1ccc(F)cc1)C(=O)OC[C@@H]1CCCN1C(=O)[C@H](CC=C)CC(=O)N[C@H](CO)Cc1ccccc1	114
Cc1cccc(C)c1NC(=O)CNC(=O)c1ccc2c(c1)NC(=O)CS2	99
Cc1ccc(CN2C(=O)C(CC(C)C)Nc3ncnc(N4CCN(c5ccccc5)CC4)c32)cc1 (stereo not given)	89
COc1ccc(C2CC(c3ccccc3C(F)(F)F)=NN2c2ccc(S(N)(=O)=O)cc2)cc1 (stereo not given)	86
C=CCNc1cc(F)ccc1S(=O)(=O)NCC=C	93
C=CC[C@@H](CC(=O)N[C@@H](CO)Cc1ccccc1)C(=O)N[C@H](C)COC(=O)[C@@H](CC=C)Cc1ccc(F)cc1	117
COc1cc(C#Cc2ccc3cc(CCO)oc(=O)c3c2)cc(OC)c1	105
CC[C@]1(C(=O)OC)[C@H]2C(=O)N(Cc3ccccc3)C(=O)[C@H]2[C@H]2CN=C(SC)N21	100
CCOC(=O)C1=CNS(=O)(=O)NC1c1ccc2ccccc2c1 (stereo not given)	124
CC[C@]12c3[nH]c4cc(-c5ccco5)ccc4c3CCN1C(=O)[C@@H](CC(=O)NC/C=C(\C)CCC=C(C)C)C[C@@H]2C(=O)N1CCN(C(=O)C2CC2)CC1	108
COc1ccc(-c2ccc3oc(-c4ccsc4)c(-c4ccc(Br)nc4)c3c2)cc1	94
Cc1nc(SCc2nc3c(C)cccc3[nH]2)c2oc3ccccc3c2n1	113
Oc1c(CN2CCCC2)cc(COCc2ccccc2)c2cccnc12	81
CN(C)C(=O)CCc1ccc2c3c([nH]c2c1)[C@]1(C)[C@@H](C(=O)N2CCOCC2)C[C@H](CC(=O)NCc2ccco2)C(=O)N1CC3	89
O=C(Cn1cnc2c(OCc3ccccc3)ncnc21)NCc1ccccn1	96
C[C@@H]1COC(=O)[C@@H](CC(=O)OC(C)(C)C)C/C=C\C[C@@H](CC(=O)NCCO)C(=O)N1	105
COC(=O)C[C@H](NC(=O)Cn1cnc(C(=O)Nc2ccc(C)c(C)c2)n1)C(=O)OC	108
CC1CCN(c2ccc3c(c2)S(=O)(=O)c2cccc(C(=O)NC[C@@H]4CCCO4)c2C3=O)CC1	86
CC(C)NC(=O)N(C)C[C@@H]1Oc2ccc(NC(=O)Nc3ccc(C(F)(F)F)cc3)cc2CC(=O)N([C@H](C)CO)C[C@@H]1C	106
CCOC(=O)c1cc(-c2ccccc2C)n(CC2CC(c3ccc(OC)cc3)=NO2)n1 (stereo not given)	114
O=C(CNC(=O)c1ccccc1)NCCCSc1ccccc1	112
CCCN=C1N(C)C[C@@H]2[C@@H]3C(=O)N(Cc4ccccc4)C(=O)[C@@H]3[C@](Cc3ccccc3)(C(=O)OC)N12	85
CC[C@@]1(C(=O)OC)N[C@H](CN(C)S(=O)(=O)c2ccc(F)cc2)[C@@H]2C(=O)N(C)C(=O)[C@@H]21	77
CCOC(=O)C1=CN(Cc2ccco2)S(=O)(=O)NC1c1ccc(C(F)(F)F)cc1 (stereo not given)	100
O=C1OCCN1C(=O)[C@H]1[C@H](c2ccc([N+](=O)[O-])cc2)C(c2ccccc2)=NN1c1ccccc1	93
C[C@@H]1C(c2ccc(F)cc2)=NN(c2ccc(Br)cc2)[C@H]1C(=O)N1CCOC1=O	111
C[C@H](CO)N1C[C@H](C)[C@@H](CN(C)S(=O)(=O)c2cn(C)cn2)Oc2c(NS(=O)(=O)c3cn(C)cn3)cccc2C1=O	99
CC[C@]12c3[nH]c4cc(CCC(=O)N(C)C)ccc4c3CCN1C(=O)[C@@H](CC(=O)NCc1cccc(C(F)(F)F)c1)C[C@@H]2C(=O)N1CCN(C(=O)c2ccco2)CC1	102
CCOC(=O)C1=CN(Cc2cccc(F)c2)S(=O)(=O)N(C)C1c1ccc(F)c(Cl)c1 (stereo not given)	96
CC[C@]1(C(=O)OC)[C@H]2C(=O)N(Cc3ccccc3)C(=O)[C@H]2[C@H]2CN=C(SCc3ccc(C#N)cc3)N21	91
C=CCNc1ccccc1S(=O)(=O)NCc1ccccc1	99
COc1ccc(/C=C/C(=O)Nc2ccc(C)c(S(=O)(=O)N3CCOCC3)c2)cc1	92
Cc1cn([C@H]2C[C@H](O)[C@@H](CCC(=O)NCCCn3ccnc3)O2)c(=O)[nH]c1=O	97
C=CC[C@H](CC(=O)NCCO)C(=O)N[C@H](COC(=O)[C@@H](CC=C)Cc1ccc(F)cc1)C(C)(C)C	103
O=C1CS(=O)(=O)N(Cc2ccc(F)cc2)c2ccccc21	71
CCCCC[C@@H]1C=C(C(=O)O)[C@H](c2ccc(C#N)cc2)N1S(=O)(=O)c1ccc(C)cc1	94
COC(=O)[C@@]12CCCCN1[C@H](c1ccc(-c3ccc(F)cc3)cc1)[C@H]1C(=O)N(C)C(=O)[C@H]12	93
Cc1cc(C)c2c(c1)OC(=O)CC2c1ccccc1C (stereo not given)	95
c1cncc(-c2ccc3ncnc(NCc4cccs4)c3c2)c1	138
CN(C)CCCNC(=O)C[C@H]1C[C@H](C(=O)N2CCCCC2)[C@@]2(C)c3[nH]c4cc(CCC(=O)N(C)C)ccc4c3CCN2C1=O	113
O=C1OCCN1C(=O)[C@H]1[C@H](c2ccc(F)cc2)C(c2ccccc2)=NN1c1ccccc1	95
OC[C@@H]1[C@@H](c2ccccc2)C(c2ccccc2)=NN1c1ccccc1	89
CCN1C(=O)[C@H]2[C@H]3CN=C(SCc4ccc(C(=O)OC)cc4)N3[C@@](Cc3ccccc3)(C(=O)OC)[C@H]2C1=O	95
CCOC(=O)C1C(C(=O)OC)=C(c2ccc(OC)cc2)c2ccccc2N1S(=O)(=O)C(F)(F)F (stereo not given)	106
COc1cc2c(cc1OC)[C@@H](NC(=O)c1ccc(C(F)(F)F)cc1)[C@H](OCc1ccccc1)C2	100
CCN(C[C@H]1N[C@@](Cc2ccccc2)(C(=O)OC)[C@H]2C(=O)N(C)C(=O)[C@@H]12)C(=O)c1ccc(C(C)(C)C)cc1	87
COC(=O)[C@H](Cc1ccc(O)cc1)NC(=O)Cn1cnc2c(OCc3ccccc3)ncnc21	128
CCCCN1C(=N)N([C@@H](CCC)CN2CCC[C@H]2CN2C(N)=NC[C@H]2C(C)C)C[C@H]1[C@H](C)CC	118
O=C(Cc1ccc(F)cc1)N[C@@H]1c2ccccc2CC[C@@H]1OCc1ccccc1	99
Clc1cccc(-c2ccc(C3Nc4cccc5cccc(c45)N3)o2)c1	97
CCN1C[C@@H]2[C@@H]3C(=O)N(Cc4ccccc4)C(=O)[C@@H]3[C@](C)(C(=O)OC)N2C1=NC1CCCCC1	84
O=C(C[C@@H]1C/C=C\CC[C@@H](Cc2ccc(F)cc2)C(=O)OC[C@@H]2CCCN2C1=O)N[C@H](CO)Cc1ccccc1	106
O=C(COc1ccccc1)N[C@@H]1c2ccccc2CC[C@@H]1OCc1ccccc1	102
Cc1ccc([C@H]2C(C(=O)O)=CC[C@@H](c3ccc(C)cc3)N2S(=O)(=O)c2ccccc2C)cc1	78
CC[C@@H]1C(c2cccc(Cl)c2)=NN(c2ccc(Br)cc2)[C@H]1C(=O)N1CCOC1=O	89
O=C(C[C@@H]1C/C=C\C[C@H](NC(=O)OCC2c3ccccc3-c3ccccc32)C(=O)OC[C@H]2CCCN2C1=O)NCCO	104
Cc1noc(C)c1NC(=O)Nc1cccc2c1O[C@H](CN(C)C(=O)Nc1ccc(C(F)(F)F)cc1)[C@@H](C)CN([C@H](C)CO)C2=O	105
Cc1ccc(S(=O)(=O)N2[C@@H](c3ccc(Br)cc3)C(C(=O)O)=CC[C@H]2c2cccc(C)c2)cc1	93
Cc1cccc(C2=NN(c3ccccc3)[C@@H](C(=O)N3CCOC3=O)[C@@H]2c2ccc(Cl)cc2)c1	99
CC[C@@H]1C=C(C(=O)O)[C@H](c2ccc3c(c2)OCO3)N1S(=O)(=O)c1ccc(C)cc1	109

Continued.
SMILES	Yeast superoxide
CCCCCCC(NC(=O)Cc1ccc2ccccc2c1)C(=O)O (stereo not given)	105
COC1=CC(=O)c2ccccc2C1=O	187
FC(F)(F)c1cc(CCN2CCNC[C@@H]2CC2CCCCC2)cc(C(F)(F)F)c1	100
COc1cc2c(cc1OC)[C@@H](NC(=O)CCc1ccccc1)[C@H](O)C2	109
CCOC(=O)C1=C(C)N(C[C@@H]2CC[C@@H](Cc3ccc(-c4ccccc4)cc3)O2)C(=O)NC1c1ccc([N+](=O)[O-])cc1 (stereo not given in full)	96
CC(C)=CCC/C(C)=C/CNC(=O)C[C@H]1C[C@H](C(=O)N2CCCCC2)[C@@]2(C)c3[nH]c4cc(CCC(=O)N(C)C)ccc4c3CCN2C1=O	88
COc1cc(C2=CN(Cc3ccccc3)CCC2=O)cc(OC)c1OC	95
O=C(CSc1nc2c(cnn2-c2ccccc2)c(=O)[nH]1)NCC1CCCO1 (stereo not given)	104
CC[C@]12c3[nH]c4ccc(Cl)cc4c3CCN1C(=O)[C@@H](CC(=O)NCc1ccc(OC)c(OC)c1)C[C@@H]2C(=O)N1CCN(C(=O)c2ccco2)CC1	86
CCCCCCN(C(=O)CCCN1C(=O)NC(c2ccc([N+](=O)[O-])cc2)C(C(=O)OCc2ccccc2)=C1C)C(C)C(=O)NCCCC (stereo not given)	111
CCCC(C)c1oc(=O)cc(O)c1C (stereo not given)	88
O=C1OCCN1C(=O)[C@H]1[C@H](c2ccccc2)C(c2cccc(Cl)c2)=NN1c1ccc(Br)cc1	104
CCN([C@H](CO)C(C)C)S(=O)(=O)c1ccccc1Br	102
Cc1noc(C)c1NC(=O)Nc1ccc2c(c1)C(=O)N([C@H](C)CO)C[C@H](C)[C@@H](CN(C)C(=O)Nc1c(C)noc1C)O2	87
CC[C@]12c3[nH]c4cc(CCC(=O)N(C)C)ccc4c3CCN1C(=O)[C@@H](CC(=O)NCc1ccc(OC)c(OC)c1)C[C@@H]2C(=O)N1CCN(C(=O)C2CC2)CC1	91
C[C@H](CO)N1C[C@H](C)[C@@H](CN(C)C(=O)Nc2ccccc2)Oc2ccc(NC(=O)Cc3ccccc3)cc2C1=O	83
CCN(C[C@H]1N[C@@](Cc2ccccc2)(C(=O)OC)[C@H]2C(=O)N(Cc3ccccc3)C(=O)[C@@H]12)C(=O)c1ccc(F)cc1	108
NS(=O)(=O)c1ccc(N2N=C(c3ccccc3)CC2c2cccc(Br)c2)cc1 (stereo not given)	101
CCN1C(=O)[C@H]2[C@@H](c3ccc(-c4cccc(Cl)c4)cc3)N[C@@](CC(C)C)(C(=O)OC)[C@H]2C1=O	104
COc1ccc(C2CC(=O)Oc3cc(OC)c(OC)c(OC)c32)cc1 (stereo not given)	101

In another format: results already given
compound,Yeast superoxide
CCCCCCC(NC(=O)Cc1ccc2ccccc2c1)C(=O)O (stereo not given),105
COC1=CC(=O)c2ccccc2C1=O,187
FC(F)(F)c1cc(CCN2CCNC[C@@H]2CC2CCCCC2)cc(C(F)(F)F)c1,100
COc1cc2c(cc1OC)[C@@H](NC(=O)CCc1ccccc1)[C@H](O)C2,109
CCOC(=O)C1=C(C)N(C[C@@H]2CC[C@@H](Cc3ccc(-c4ccccc4)cc3)O2)C(=O)NC1c1ccc([N+](=O)[O-])cc1 (stereo not given in full),96
CC(C)=CCC/C(C)=C/CNC(=O)C[C@H]1C[C@H](C(=O)N2CCCCC2)[C@@]2(C)c3[nH]c4cc(CCC(=O)N(C)C)ccc4c3CCN2C1=O,88
COc1cc(C2=CN(Cc3ccccc3)CCC2=O)cc(OC)c1OC,95
O=C(CSc1nc2c(cnn2-c2ccccc2)c(=O)[nH]1)NCC1CCCO1 (stereo not given),104
CC[C@]12c3[nH]c4ccc(Cl)cc4c3CCN1C(=O)[C@@H](CC(=O)NCc1ccc(OC)c(OC)c1)C[C@@H]2C(=O)N1CCN(C(=O)c2ccco2)CC1,86
CCCCCCN(C(=O)CCCN1C(=O)NC(c2ccc([N+](=O)[O-])cc2)C(C(=O)OCc2ccccc2)=C1C)C(C)C(=O)NCCCC (stereo not given),111
CCCC(C)c1oc(=O)cc(O)c1C (stereo not given),88
O=C1OCCN1C(=O)[C@H]1[C@H](c2ccccc2)C(c2cccc(Cl)c2)=NN1c1ccc(Br)cc1,104
CCN([C@H](CO)C(C)C)S(=O)(=O)c1ccccc1Br,102
Cc1noc(C)c1NC(=O)Nc1ccc2c(c1)C(=O)N([C@H](C)CO)C[C@H](C)[C@@H](CN(C)C(=O)Nc1c(C)noc1C)O2,87
CC[C@]12c3[nH]c4cc(CCC(=O)N(C)C)ccc4c3CCN1C(=O)[C@@H](CC(=O)NCc1ccc(OC)c(OC)c1)C[C@@H]2C(=O)N1CCN(C(=O)C2CC2)CC1,91

Continued:
SMILES	Yeast superoxide
OC[C@@H]1[C@@H](c2ccc(Cl)cc2)C(c2ccc(F)cc2)=NN1c1ccccc1	95
CCN1C[C@@H]2[C@@H]3C(=O)N(Cc4ccccc4)C(=O)[C@@H]3[C@](CC)(C(=O)OC)N2C1=NC1CCCCC1	119
O=C(COCc1ccccc1)N[C@@H]1c2ccccc2CC[C@@H]1OCc1ccccc1	100
COc1ccc(CN(C2CC2)S(=O)(=O)c2ccccc2Br)cc1	104
CCOC(=O)[C@H]1[C@H]2COc3ccc(Cl)cc3[C@@H]2N2C(=O)[C@@H](CO)NC(=O)[C@@]12C	86
O=C1OCCN1C(=O)[C@H]1[C@H](c2ccccc2)C(c2ccccc2)=NN1c1ccccc1	95
CC[C@]12c3[nH]c4ccc(OC)cc4c3CCN1C(=O)C(CC(=O)NCCCN(C)C)C[C@@H]2C(=O)N1CCN(C(=O)c2ccco2)CC1 (stereo not given in full)	103
CC(C)C[C@@H](CN1C(N)=NC[C@@H]1C)NC(=O)CC12CC3CC(CC(C3)C1)C2	86
C#CCOCCOCCOCCNc1nc(N2CCN(C(=O)[C@H](CCCCN)n3cc([C@@H](N)CC(N)=O)nn3)CC2)nc(N2CCN(C(=O)[C@H](CCCCN)n3cc([C@@H](N)CC(N)=O)nn3)CC2)n1	121
O=C(O)/C=C/C(=O)O	93
CNC(=O)c1ccc(-c2cc3onc(-c4ccccc4)c3c(=O)n2C)cc1	111
CC[C@@]1(C(=O)OC)N[C@H](CN(C)S(=O)(=O)c2ccc(C(F)(F)F)cc2)[C@@H]2C(=O)N(C)C(=O)[C@@H]21	81
CC(C)(C)OC(=O)C[C@H]1C/C=C\C[C@@H](CC(=O)NCCO)C(=O)N[C@H](C(C)(C)C)COC1=O	101
